Source: PubChem
DTT redox prof: compounds producing H2O2 with reducing agent – biochemical, NIH compound library profiling, artefact control for MLSCN library redox annotation, primary screen | DTT-dependent redox cycling H2O2, phenol red/HRP absorbance; 100% = 100 µM peroxide control, 0% = buffer | activation, % at 10 µM | actives 0.03% (n = 200,000) | AID 878;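 active = activation of at least 50% relative to the plate's high and low controls in the primary single-dose screen; inactive = activation below 50%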;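 note: compound incubated with DTT at 0.8 mM final as the reducing agent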
STAT1 activator: STAT1 signaling activation; NIH 3T3 STAT1-luciferase reporter, IFN-gamma, luminescence; 100% = IFN-gamma alone, no compound; activation (% of control), % at 5.5 µM; actives 2.6% (n = 200,000); AID 932;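 active = activation above the screen-wide mean activation plus 3 SD, cut at about 130% in these data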;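 note: raw ratio to IFN-gamma control signal so 100% means no change and 0% no light; values of inactives mirror those of a sister screen read the other way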
NF-kB expr up: NF-kB expression increase, human neuronal cells. actives 1.6% (n = 190,000). fold change at 12.5 µM. NF-kB reporter expression; active compounds read high; in the data active = fold change above about 3.3
APP 5'UTR act: APP 5'UTR luciferase reporter activation; SH-SY5Y APP 5'UTR luciferase reporter, luminescence; zero percent = DMSO vehicle wells; activation, % at 2 µM; actives 1% (n = 190,000); AID 1276;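 active = activation above a set limit, based on mean plus 3 SD of controls, cut at about 140% in these data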; note: values of inactives mirror those of a sister screen read the other way
Hsp70 act: Hsp70 transcriptional activation, primary screen. HeLa Hsp70 promoter luciferase reporter, luminescence; scaled: vehicle 0, proteasome-inhibitor control 100%. activation, % at 10 µM. actives 0.04% (n = 200,000);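 active = activation above the mean across all tested compounds plus 3 SD, cutoff set per campaign, cut at about 5.5% in these data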;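 note: 100% = MG132 at 30 µM as the positive control and 0% = DMSO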
STAT1 blocker: reduces IFN-gamma driven STAT1 reporter signal; NIH 3T3 STAT1-luciferase reporter, luminescence; inhibition, % at 5.5 µM; actives 0.35% (n = 200,000);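 active = inhibition above a set limit, the mean inhibition across all tested compounds plus 3 SD, cut at about 34% in these data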;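 note: 0% = IFN-gamma with DMSO and 100% = IFN-gamma with 300 µM nifuroxazide; values of inactives mirror those of a sister screen read the other way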
TLR4-MyD88 BLA: blocks binding of human TLR4 to MyD88. O00206+Q99836. HeLa CL3-4 TLR4/MyD88 BLA complementation, FRET ratio. inhibition, % at 8.4 µM. actives 0.18% (n = 200,000). AID 861; in the data active = inhibition above about 25%;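 note: 0% = vehicle and 100% = reference inhibitor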
Target sequence (O00206 whole entry, looked up): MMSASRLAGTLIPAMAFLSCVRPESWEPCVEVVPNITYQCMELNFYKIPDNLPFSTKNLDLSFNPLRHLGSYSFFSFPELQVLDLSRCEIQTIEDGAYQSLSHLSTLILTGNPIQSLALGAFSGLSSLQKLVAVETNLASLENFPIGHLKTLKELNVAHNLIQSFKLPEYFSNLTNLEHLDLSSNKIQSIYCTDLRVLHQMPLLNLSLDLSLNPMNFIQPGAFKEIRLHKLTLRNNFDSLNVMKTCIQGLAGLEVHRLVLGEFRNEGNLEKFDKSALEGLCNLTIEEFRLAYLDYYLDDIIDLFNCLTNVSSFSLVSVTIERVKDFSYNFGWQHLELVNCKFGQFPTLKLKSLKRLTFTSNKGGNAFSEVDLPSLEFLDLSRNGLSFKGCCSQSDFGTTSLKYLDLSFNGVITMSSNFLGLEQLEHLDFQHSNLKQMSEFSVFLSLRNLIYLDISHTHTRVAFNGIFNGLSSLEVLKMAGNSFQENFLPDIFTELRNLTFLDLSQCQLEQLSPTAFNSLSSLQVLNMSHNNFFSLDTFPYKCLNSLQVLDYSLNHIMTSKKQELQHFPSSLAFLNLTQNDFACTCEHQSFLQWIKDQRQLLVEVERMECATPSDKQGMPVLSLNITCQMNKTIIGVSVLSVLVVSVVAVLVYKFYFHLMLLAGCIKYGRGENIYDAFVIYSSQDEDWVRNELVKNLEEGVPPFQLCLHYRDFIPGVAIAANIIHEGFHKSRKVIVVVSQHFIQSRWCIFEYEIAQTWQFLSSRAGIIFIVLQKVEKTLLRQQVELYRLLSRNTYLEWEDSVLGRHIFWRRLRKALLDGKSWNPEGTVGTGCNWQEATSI
Target sequence (Q99836 whole entry, looked up): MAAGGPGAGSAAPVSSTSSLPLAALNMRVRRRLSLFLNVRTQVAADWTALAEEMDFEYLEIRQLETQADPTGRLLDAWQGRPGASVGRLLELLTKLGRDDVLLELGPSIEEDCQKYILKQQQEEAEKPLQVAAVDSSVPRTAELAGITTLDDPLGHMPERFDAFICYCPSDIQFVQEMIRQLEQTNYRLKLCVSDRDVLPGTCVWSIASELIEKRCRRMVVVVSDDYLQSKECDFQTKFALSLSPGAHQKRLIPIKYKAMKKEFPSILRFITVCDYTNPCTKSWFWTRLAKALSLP
STAT3 activator: increases IL-6 driven STAT3 reporter signal. U3A cells, IL-6 STAT3-luciferase reporter, luminescence; 100% = signal with IL-6 EC80 alone. activation (% of control), % at 5.6 µM. AID 871. actives 0.91% (n = 190,000);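 active = activation above the screen-wide mean of compound activation plus 3 SD, cut at about 130% in these data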;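 note: 0% = background luminescence of wells with medium and substrate only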
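system = STAT3-luciferase reporter U3A cells | reagent = IL-6 stimulus at 33 ng/mL final | timing = 1 h compound pre-exposure, 6 h IL-6 stimulation, 37 °C | measured by = luminescence | evaluation = % activation versus median of IL-6-stimulated wells | control set = IL-6-only wells as 100% reference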
Efa HMGR inh: blocks class II HMG-CoA reductase of Enterococcus faecalis; purified E. faecalis HMGR, NADPH absorbance 340 nm kinetic; inhibition, % at 10 µM; actives 0.41% (n = 190,000); AID 1066;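 active = inhibition above a set limit, the median over all tested compounds plus 3 SD, cut at about 9.5% in these data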;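 note: enzyme runs in reverse so mevalonate oxidation gives rising NADPH absorbance; 0% = complete reaction with DMSO and 100% = background rate lacking mevalonate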
STAT3 inh: inhibitors of IL-6 induced STAT3 signaling. U3A cells, IL-6 STAT3-luciferase reporter, luminescence; host cell line lacks STAT1. inhibition, % at 5.5 µM. actives 0.89% (n = 190,000). AID 862;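 active = inhibition above the mean inhibition across all screened compounds plus 3 SD, cut at about 44% in these data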;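 note: 0% = DMSO only wells and 100% = 100 µM nifuroxazide control wells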
* = called active by the depositor; · = not tested or not shown.

SMILES	DTT redox prof	STAT1 activator	NF-kB expr up	APP 5'UTR act	Hsp70 act	STAT1 blocker	TLR4-MyD88 BLA	STAT3 activator	Efa HMGR inh	STAT3 inh
CC1CCN(C2CCN(S(=O)(=O)c3ccc(F)cc3)CC2)CC1	2.4	99	1.1	-12	0.1	1	-15	94	2	11
COc1cccc(S(=O)(=O)NCC(=O)Nc2ccc(C(C)(C)C)cc2)c1	0.5	107	1.4	-9	-0.3	-7	-7	101	2	-3
CCn1nccc1C(=O)Nc1ccc(Cl)cc1Cl	1.1	104	0.98	24	0.3	-6	21	89	1	16
Nc1nc(SCC(=O)Nc2ccc3c(c2)CCC3)n[nH]1	-0.2	98	0.98	12	-0.3	1	-6	99	0	3
O=C(CSc1nc(C2CC2)nc2ccccc12)NCc1ccc2c(c1)OCO2	0.0	99	1.2	-1	-0.3	2	1	100	-4	8
Oc1c(Br)cc(Br)cc1C=NCc1ccc(F)cc1	-1.2	102	1.1	31	-0.1	-3	1	104	-8	-3
CCOC(=O)Nc1ccc2c(CN3C(=O)NC(CC)(CC)C3=O)cc(=O)oc2c1	0.8	96	0.7	2	0.2	4	14	102	2	1
COc1ccc2nc(C)cc(N3CC(C)OC(C)C3)c2c1 (configuration not stated)	0.6	94	0.91	-29	0.2	6	-3	98	-2	8
Cc1ncc([N+](=O)[O-])n1CCOC(=O)c1ccc(Br)cc1	0.4	96	1.1	1	1.4	3	0	92	10*	15
c1ccc(OCc2cc(-c3ccccc3)no2)cc1	0.1	152*	2	59	0.0	-54	-7	90	-7	12
COC(=O)CSc1ncccc1-c1nc2ccccc2[nH]1	2.5	102	1.2	28	-0.2	-3	8	93	2	12
Cn1cc(/C=C2\SC(=S)N(NC(=O)c3ccccc3)C2=O)c2ccccc21	-0.6	100	1.2	-5	0.5	3	4	109	-1	-13
Cc1occc1-c1nnc(SCC(=O)N2CCOCC2)n1Cc1ccco1	0.4	97	0.78	-20	-0.2	1	7	100	-2	5
CCOC(=O)C(NC(=O)CC)(Nc1ccccc1)C(F)(F)F (configuration not stated)	0.7	104	1.1	5	-0.4	-5	-2	100	3	3
CCOC(=O)C1CCCN(C(=O)c2ccc3c(c2)N(Cc2ccccc2)C(=O)c2ccccc2S3=O)C1 (configuration not stated)	-2.5	114	0.99	2	0.2	-16	-10	97	-8	5

Single values from above.
`COC(=O)CSc1ncccc1-c1nc2ccccc2[nH]1` in Hsp70 act is listed with -0.2
`CC1CCN(C2CCN(S(=O)(=O)c3ccc(F)cc3)CC2)CC1` in STAT3 inh is listed with 11

(continued)
SMILES	DTT redox prof	STAT1 activator	NF-kB expr up	APP 5'UTR act	Hsp70 act	STAT1 blocker	TLR4-MyD88 BLA	STAT3 activator	Efa HMGR inh	STAT3 inh
COC(=O)c1oc(-c2ccc(Cl)cc2)nc1C	-0.5	113	1.4	26	0.0	-17	-3	94	-5	14
Nc1nc(Nc2ccc(Cl)cc2Cl)nc(C(F)(F)F)n1	1.9	140*	1.9	0	0.9	-44	-14	109	1	-8
Nn1c(SCC(=O)Nc2ccc3c(c2)OCO3)nnc1-c1ccccc1	0.0	114	1.2	-2	0.0	-15	-9	102	-2	-3
c1ccc(-c2ccn3nnnc3n2)cc1	2.7	99	1.3	1	-0.4	1	3	96	-5	8
Cc1cc(C)n(C(=O)C(C)N2C(=O)c3ccccc3C2=O)n1 (configuration not stated)	-2.8	104	1.2	-19	-0.2	-3	-2	101	-2	6
CCCNc1nc(N)nc(-c2cc(Cl)ccc2OC)n1	-0.1	97	0.82	-6	0.0	3	-3	107	-2	-8
CC(C)Sc1cc(N2CCCC2)nc(-c2ccccc2Cl)n1	0.0	97	1.1	0	0.0	4	0	95	1	14
Cc1cc(-c2n[nH]c(=S)n2-c2ccc(C)c(C)c2)no1	-0.1	90	1.1	-14	-0.1	10	8	103	-1	-2
Cc1cc(S(=O)(=O)N2CCN(c3c(C)cccc3C)CC2)ccc1F	2.6	103	0.71	3	2.2	-3	9	106	-1	-3
CC1(C)CN(c2ccsc2C(=O)O)C1=O	0.0	100	0.84	-2	0.2	-3	1	111	6	-8
COc1cc(C(=O)O)ccc1OCc1c(C)noc1C	0.2	99	1.5	2	0.1	1	-1	97	1	3
Cn1c(COc2ccccc2)nnc1SCc1nc2ccccc2[nH]1	2.5	95	0.59	-3	-0.3	5	-9	99	4	1
CC(C)CC(=O)Nc1ccc2oc(-c3ccncc3)nc2c1	-0.2	119	1.5	15	-0.1	-21	13	89	3	20
CC(C)CNC(=O)C1CCCN1S(=O)(=O)c1ccc(Cl)cc1 (configuration not stated)	0.1	102	0.95	-11	-0.3	-2	-2	103	1	2
Cc1cc(N)n(-c2ncnc3scc(-c4ccccc4)c23)n1	0.4	95	1.1	-3	-0.3	6	-8	96	0	5
CC1Nc2ccccc2C(=O)N1NC(=O)c1ccc(Br)cc1 (configuration not stated)	-0.3	101	1.3	2	-0.1	-3	5	102	-2	0
CC(=O)NCc1ccc2[nH]c(C)cc2c1	-1.9	102	1.2	2	-0.1	-3	4	100	-11	9
N/C(=N\OC(=O)CCCCCN1C(=O)c2ccccc2C1=O)c1ccccn1	-0.2	96	·	6	-0.2	5	5	95	-1	12
CCN1CCCC1Cn1cnc2c([nH]c3ccc(Cl)cc32)c1=O (configuration not stated)	1.5	108	1.4	-2	-0.5	-9	-9	98	3	7
COc1cccc(C(=O)CSc2nc3ccccc3n2CC(=O)N(C(C)C)C(C)C)c1	0.4	100	1.2	12	-0.4	4	13	103	-7	0
CCOc1cc(S(=O)(=O)N2CC=C(c3ccc(F)cc3)CC2)c(OCC)cc1-n1cnnn1	1.8	91	1	-5	-0.4	10	1	109	0	-7
COc1cc(NC(=O)c2ccc3c(c2)OCO3)ccc1NC(=O)c1ccco1	0.9	102	1.4	13	0.1	0	1	78	1	28
COc1ccc2c(c1OC)C(=O)N(c1cccc(C)c1)C2	0.8	135*	5.2*	41	0.0	-36	10	84	-5	22
CCOc1ccc(NC(=O)N(CC(C)C)CC(C)C)cc1	0.1	113	1.1	-4	-0.1	-7	-12	103	1	-4
CC(C)(C)OC(=O)NCCc1nnc(S(=O)(=O)Cc2ccc(Cl)cc2Cl)o1	-1.1	86	0.87	-22	-0.1	15	2	96	-5	12
Fc1ccc(CN2CCSCC2)cc1Br	0.2	102	0.98	94	-0.1	-3	1	110	-7	-6
CC(C)c1ccc(-n2c(-c3ccccc3)c[n+]3c2CCc2ccccc2-3)cc1	-0.8	63	1.4	-13	-0.3	40*	25	35	-6	80*
Cn1c(=O)c2c(nc(NCCOc3ccc(F)cc3)n2C)n(C)c1=O	-0.6	105	1	19	-0.1	-8	0	79	-1	30
COC(=O)c1sccc1NC(=O)C1C2C=CC(C2)C1C(=O)O (configuration not stated)	0.2	97	1.4	18	0.4	0	0	97	-5	7
Cc1ccccc1NC(=O)C(C#N)Cc1cccnc1 (configuration not stated)	0.0	96	1	-12	-0.1	4	-1	97	1	8
O=C(Cc1sc(Nc2ccccc2)nc1-c1ccccc1)NCc1ccccc1	0.8	116	0.84	8	-0.2	-17	-5	108	-3	-12
CC1CCCCC1NC(=O)CN1C(=O)NC(C)(c2ccc(OC(F)F)cc2)C1=O (configuration not stated)	-0.3	104	1.8	-2	-0.4	-7	4	107	-7	-4
Cc1cccc(C)c1-n1c(C)cc(/C=C2\C(=O)NN(c3ccccc3)C2=O)c1C	-6.8	96	0.95	15	-0.1	4	-10	105	1	-1
S=C(NCc1cccnc1)Nc1cccc(Cl)c1	2.5	102	0.97	16	-0.3	-2	-3	97	0	4
O=C(CCc1ccc(S(=O)(=O)NC2CCCCC2)cc1)NCc1ccccc1	-0.1	99	0.81	4	-0.1	1	-6	108	1	-2
O=C(Nc1ccc2snnc2c1)N1CCCCC1	-1.1	105	1.4	6	-0.1	-7	-1	108	-1	-5
COC(=O)c1ccc(CSc2nc3c(cnn3-c3ccc(C)cc3)c(=O)[nH]2)o1	0.0	110	0.88	-15	0.0	-10	-10	109	-6	-7
CCN(CC)S(=O)(=O)c1ccc(N2CCOCC2)c(NC(=O)c2ccccc2)c1	-0.5	94	1.1	-6	-0.3	7	-3	82	-8	24
CCNC(=O)NC1(C(=O)Nc2ccc3c(c2)OCCO3)CCCCC1	3.2	105	1.1	-9	-0.2	-5	-9	99	2	6
Cn1c(CNC(=O)C(C)(C)C)nc2ccccc21	-2.2	95	1	18	-0.4	6	9	92	1	15
COc1ccc(C(=O)C2CCCN(Cc3cccc4c3OCO4)C2)cc1OC (configuration not stated)	-0.9	93	0.88	-6	-0.5	6	7	106	-2	-2
CNc1nc(CC(C)=O)ns1	1.7	91	1.4	-1	-0.1	10	5	98	2	5
CCn1c(CC(=O)Nc2ccc(C)c(Cl)c2)nnc1SCC(=O)Nc1nc(C)cs1	-0.1	100	1.2	9	-0.1	0	-7	107	-1	-7
Cc1cc(C)n2ncnc2n1	0.0	100	0.85	-11	0.2	0	4	100	0	0
COc1ccc(NC(=O)COc2ccc(C)cc2)c([N+](=O)[O-])c1	0.2	124	2.9	64	-0.2	-28	12	91	-5	12
Cc1ccccc1NC(=O)c1c(C)[nH]c(=S)c(C#N)c1-c1ccco1	0.2	110	0.94	8	-0.1	-11	-2	104	3	-6
CCn1cc(C(=O)O)c(=O)c2cc(F)c(N3CCN(C(=S)NC(=O)c4ccc(F)c(F)c4)CC3)cc21	-0.7	110	0.94	17	0.3	-14	5	97	8	7
Cc1cc(-n2nnc3ccccc32)nc2ccccc12	5.6	111	1.7	1	-0.1	-12	8	109	2	-6
O=C1NC(=O)/C(=C\c2ccccc2OCc2ccc([N+](=O)[O-])cc2)N1	-0.2	103	1.1	-23	-0.4	-3	0	103	-1	-5
O=C(COC(=O)c1ccco1)Nc1ccccc1[N+](=O)[O-]	-0.4	92	1.1	16	-0.1	9	4	109	-1	-5
Cc1nc(NC(=O)CSc2cc(C)c3ccccc3n2)c(Cl)cc1Cl	0.3	102	2	9	0.1	-3	8	107	3	-9
O=C(Cn1nc(C(=O)O)c2ccccc2c1=O)NC12CC3CC(CC(C3)C1)C2	-1.7	111	1.2	16	-0.2	-13	13	109	1	-3
CC1CCCC(NC(=O)C2CCCN2S(=O)(=O)c2cccc3nsnc23)C1C (configuration not stated)	-1.7	90	0.96	-7	-0.2	11	-2	88	-4	19
Cc1cc(C)n(C(=O)CNC(=O)COc2ccccc2)n1	-0.8	91	1.1	-6	-0.3	10	-8	104	3	-2
O=C(CSc1nnc(NC(=O)c2ccco2)s1)Nc1ccccc1	-3.3	102	1.3	9	-0.1	-2	3	105	-5	-6
O=C1CCC(=O)N1c1cccc(OS(=O)(=O)c2ccccc2)c1	-0.3	111	1.1	18	-0.1	-12	-3	97	-3	4
CCOC(=O)c1nnc(-c2cccs2)nc1NC(C)C	1.0	95	1.1	-6	-0.1	6	-3	96	-6	10
CCCN(Cc1nnc(-c2ccccc2Cl)o1)C(=O)c1cc([N+](=O)[O-])cc([N+](=O)[O-])c1	0.0	101	0.67	5	-0.1	-3	-1	105	-2	4
